SNCA expr inh – Primary qHTS assay for inhibitors of alpha-synuclein gene (SNCA) expression; HEK-293 SNCA-luciferase knock-in, luminescence, 24 h; Potency, µM (titrated, usually from 57.2 µM), for the others: at the highest dose activity change, negative = inhibition, most hits filed as inhibitors; 140,000 compounds, 0.17% hits;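 further: potency means the concentration at half of the fitted maximal effect; plate controls were DMSO cells for no effect and cell-free wells for full effect; nearly all actives have a fitted effect of over 45% in size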
NIH3T3 tox – Cytotoxic Profiling in NIH 3T3 Cell Line of Diverse Libraries Using Quantitative High-Throughput Screening; NIH 3T3 viability, CellTiter-Glo ATP luminescence, 48-72 h; 94,000 compounds, 4.3% hits; AID 1345082, 2018; Potency, µM (doses to about 96.7 µM), for inactives: at the top dose activity change, negative = cytotoxicity, hits mostly inhibitors; further: potency means the concentration at half of the fitted maximal effect; nearly all actives have a fitted effect of over 55% in size
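First NIH 3T3 cells are plated at 400 cells/well; next compound is pinned in; then plates incubate 48 or 72 hr at 37 °C; finally CellTiter-Glo is added and luminescence read after 10 min.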
Luciferase inh – Firefly luciferase inhibition profiling of diverse chemical library using quantitative high-throughput screening. Luciferin 4-monooxygenase (Photinus pyralis), P08659. purified P. pyralis luciferase, luminescence, biochemical. Potency, µM (highest dose often 115 µM), without a hit: at the highest dose activity change, negative = inhibition, hits mostly inhibitors. 76,000 compounds, 2.5% hits. AID 1347043, 2019; further: potency means the concentration at half of the fitted maximal effect; nearly all actives have a fitted effect of over 65% in size
Target sequence (P08659 whole entry, looked up): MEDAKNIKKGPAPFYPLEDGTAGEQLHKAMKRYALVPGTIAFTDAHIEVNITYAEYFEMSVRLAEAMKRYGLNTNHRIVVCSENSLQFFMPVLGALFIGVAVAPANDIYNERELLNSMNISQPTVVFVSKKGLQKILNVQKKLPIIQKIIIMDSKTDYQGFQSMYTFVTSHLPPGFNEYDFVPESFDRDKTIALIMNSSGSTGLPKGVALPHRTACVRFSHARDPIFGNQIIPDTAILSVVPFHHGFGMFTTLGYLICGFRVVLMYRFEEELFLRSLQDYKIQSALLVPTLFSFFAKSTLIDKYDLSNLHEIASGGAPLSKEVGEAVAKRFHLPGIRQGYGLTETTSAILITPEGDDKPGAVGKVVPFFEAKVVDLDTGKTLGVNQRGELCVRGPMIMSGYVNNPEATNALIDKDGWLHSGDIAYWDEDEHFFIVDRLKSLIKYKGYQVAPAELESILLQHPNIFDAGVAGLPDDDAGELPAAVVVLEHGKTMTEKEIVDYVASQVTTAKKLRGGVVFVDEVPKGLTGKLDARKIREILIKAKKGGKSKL
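Cell-free enzyme assay, 10nM P. pyralis luciferase, luciferin and ATP each at 10uM. Inhibition profiled over a 6-point titration, read as luminescence.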
SNCA viab count – GF-AFC viability counterscreen for inhibitors of alpha-synuclein gene (SNCA) expression | HEK-293-SNCA-luc viability, GF-AFC fluorescence, 24 h | Potency, µM (series often up to 57.1 µM), for the others: at the top dose activity change, negative = cytotoxicity, hits mostly cytotoxic | 150,000 compounds, 0.12% hits;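 further: potency means the concentration at half of the fitted maximal effect; 0% = DMSO-treated cells and -100% = medium-only wells without cells; nearly all actives have a fitted effect of over 30% in size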
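HEK-293-SNCA-luc cells (1500/well) plated 24 h, then exposed 24 h to a dilution series; GF-AFC added 30 min at 37C, fluorescence 405/540 nm; normalised to medium-only and DMSO wells, Hill fit.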
IP6K1 inhibitor – Primary qHTS assay for small molecule inhibitors of Inositol hexaphosphate kinase 1 (IP6K1); IP6K1 kinase, ADP-Glo luminescence, 2 h; stronger effect = lower value; activity change, % (series mostly up to about 58 µM); AID 1645851, 2021; 140,000 compounds, 0.81% hits; in the data active means activity change below about -25%
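ADP-Glo luminescence measures ADP made by human IP6K1 during a 2 h RT reaction with ATP/IP6 (mix at 1.3 mM/130 uM); top library doses 57.5 and 19.1 uM final.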
GPT2 inh – Primary qHTS assay for inhibitors of Glutamate pyruvate transaminase 2 (GPT2); Recombinant GPT2, coupled pyruvate oxidase/HRP Amplex Red fluorescence; Potency, µM (doses to about 57.7 µM), inactives show at the highest dose activity change, negative = inhibition, most hits filed as inhibitors; 100,000 compounds, 0.25% hits; further: potency means the concentration at half of the fitted maximal effect; nearly all actives have a fitted effect of over 60% in size; many of its hits are not listed in these tables
Target sequence (Q8TD30 whole entry, looked up): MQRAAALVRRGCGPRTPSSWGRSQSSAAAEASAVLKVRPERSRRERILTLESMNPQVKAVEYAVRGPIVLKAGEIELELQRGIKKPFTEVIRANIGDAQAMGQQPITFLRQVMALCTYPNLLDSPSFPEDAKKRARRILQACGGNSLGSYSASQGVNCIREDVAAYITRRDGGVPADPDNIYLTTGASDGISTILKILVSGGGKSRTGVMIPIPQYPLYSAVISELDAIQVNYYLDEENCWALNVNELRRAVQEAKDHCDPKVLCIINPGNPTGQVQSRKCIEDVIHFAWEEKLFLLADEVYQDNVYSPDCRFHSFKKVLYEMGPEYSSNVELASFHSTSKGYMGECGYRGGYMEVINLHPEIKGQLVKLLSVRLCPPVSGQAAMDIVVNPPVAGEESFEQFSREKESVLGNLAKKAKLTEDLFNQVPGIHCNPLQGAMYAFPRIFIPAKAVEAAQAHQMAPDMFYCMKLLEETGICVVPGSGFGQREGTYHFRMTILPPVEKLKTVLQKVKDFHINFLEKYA
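Inhibition is scored from Amplex Red fluorescence generated when pyruvate oxidase and HRP act on pyruvate released by GPT2. Reactions contain 10ng/uL enzyme, 250uM a-KG and 2mM L-alanine and run 30 min at room temperature.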
HEK293 tox – Cytotoxic Profiling in HEK 293 Cell Line of Diverse Libraries Using Quantitative High-Throughput Screening; HEK 293 viability, ATP luminescence (CellTiter-Glo), 48-72 h; Potency, µM (doses to about 115 µM), without a hit: at the highest dose activity change, negative = cytotoxicity, hits mostly inhibitors; 94,000 compounds, 6.6% hits; AID 1345083, 2018; further: potency means the concentration at half of the fitted maximal effect; nearly all actives have a fitted effect of over 60% in size
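Pintool-delivered compounds were incubated with HEK 293 cells (250 cells/well) at 37 degree Celsius for 48 or 72 hr. ATP-dependent luminescence (CellTiter-Glo) then reported remaining viable cells.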
Numbers without * were called inactive; i = inactive; ? = inconclusive; · = no result given; [ ] = dose if it differs, or a comment. Unless noted, the call rests on the fitted dose curve; in most records, active means well fitted curve in the direction sought with a large enough effect; inconclusive means small, poorly fitted or top-dose-only effect, or another doubt; inactive means no such curve, though single readings can be large; an effect the other way counts as inactive or inconclusive. Unless noted, on the % scale 0 is the no-effect control and ±100 the full control effect.

Value order – SNCA expr inh | NIH3T3 tox | Luciferase inh | SNCA viab count | IP6K1 inhibitor | GPT2 inh | HEK293 tox
1	COc1ccc(-c2nnc(C[C@@H]3C[C@@H](C(C)C)[C@H](CN4CCN(c5ncccn5)CC4)C=C3C)o2)cc1
  ? | ? | 6% | ? | 18 | -6% | 40µM*
2	CCOCCn1c(=O)[nH]c2cc(C(=O)NCCc3ncccc3C)ccc21
  80%[activator] | -9% | -24% | -2% | 17 | i[11.5 µM] | -3%
3	Cc1cnc(C(=O)N[C@@H]2CCC[C@@H]2C(=O)N2CCN(c3ccccn3)CC2)cn1
  11% | -11% | -8% | 14% | 2 | i | -14%
4	Cc1ccccc1CNC(=O)c1cc2cn(C(C)C)cc2s1
  18% | ? | -20% | 4% | 12 | ? | ?
5	Cc1noc(Cn2c(=O)c3cc4c(cc3n(CC(=O)Nc3ccccc3F)c2=O)OCO4)n1
  11% | · | · | -4% | 19 | · | ·
6	O=C(O)c1ccc2c(c1)N(Cc1ccc(F)cc1Cl)C(=O)c1ccccc1S2
  -29% | · | · | -5% | -8 | · | ·
7	Cc1ccc2c(c1)cc1c(=O)n(CC(=O)N3CCCCC3)nc(C)n12
  -2% | · | · | -8% | -27* | · | ·
8	Cc1nnc(C(C)C)n1C1C[C@H]2CC[C@@H](C1)N2CC[C@H](NC(=O)C1CCC(F)(F)CC1)c1ccccc1 (stereo partly drawn)
  ? | · | · | -24% | · | 0% | ·
9	COc1ccc(C2c3c(oc4cc(C)cc(C)c4c3=O)C(=O)N2Cc2ccco2)cc1OC (stereo not drawn)
  18% | · | · | 3% | -4 | · | ·
10	CC(C)(O)C1CC=C(C(=O)OC[C@H]2O[C@@H](Oc3cc(C(=O)O)cc(O)c3O)[C@H](O)[C@@H](O)[C@@H]2O)CC1 (stereo partly drawn)
  · | · | · | 1%[23.9 µM] | 7 | 5%[27.3 µM] | ·
11	NCc1c[nH]c(=S)n1C1CCc2c(F)cc(F)cc2C1 (stereo not drawn)
  · | · | · | ? | 13 | 3% | ·
12	O=C(c1ccoc1)N1CCC(n2cc(-c3nc(C4CC4)no3)nn2)C1 (stereo not drawn)
  ? | -14% | 8% | -4% | 10 | i | 0%
13	CC1CCCCN1c1nc(-c2ccc(C(C)(C)C)cc2)nc2ccccc12 (stereo not drawn)
  60%[activator] | · | · | 11% | -7 | · | ·
14	CCOc1cc(CC(=O)NC(CC(C)C)c2ccccc2N2CCCCC2)ccc1C(=O)O (stereo not drawn)
  · | · | · | -13% | 15 | -20% | ·
15	Cc1nc2ccc(C(=O)N3CCSCC3)cc2nc1C
  -11% | 0% | -3% | -10% | 7 | -1% | ?
16	CCn1c(=N)n(CC(O)COc2ccccc2)c2ccccc21 (stereo not drawn)
  -6% | · | · | 0% | 12 | · | ·
17	O=C([C@@H]1C[C@H](Oc2cccnc2)CN1S(=O)(=O)c1cccs1)N1CCCC1
  20% | 4% | -7% | -13% | 11 | -1% | 2%
18	O=C(c1ccc(C2CCCNC2)cc1)N1CCC(N2CCCCC2)CC1 (stereo not drawn)
  5% | -23% | -12% | -2% | -5 | i | -9%
19	CC(C)CN1CCN(C2CCOC3(CCN(C(=O)c4cccs4)CC3)C2)CC1 (stereo not drawn)
  ? | 0% | -4% | 1% | 2 | i | -15%
20	Cn1cnc(S(=O)(=O)N2CCCOCCNC(=O)[C@@H]3CCC[C@@H]32)c1
  1% | -6% | 5% | 4% | -4 | i | i
21	O=C(NCCCN1CCCC1=O)C1CN(S(=O)(=O)c2ccccc2)CC12CCCCC2 (stereo not drawn)
  -3% | -9% | 7% | -5% | 25 | i | 0%
22	COc1cccc(NC(=O)CSCc2cc(=O)c3ccc(C)c(C)c3[nH]2)c1
  14% | · | · | 6% | -37* | · | ·
23	Cc1ccc(-c2cn3cccnc3n2)cc1NC(=O)Nc1ccc(F)cc1
  12% | · | · | 1% | 13 | · | ·
24	COc1ccccc1CNC(=O)CCCCn1c(=O)c2ccccc2n(Cc2c(C)cc(C)cc2C)c1=O
  3% | · | · | -4% | 8 | · | ·
25	O=C(c1ccccc1C(F)(F)F)N1CCc2c(nc3cc[nH]n3c2=O)C1
  -9% | i | -4% | 11% | 13 | -12% | 7%
26	Cc1cc(F)ccc1NC(=O)CN(C)S(=O)(=O)c1ccc(C(=O)N2CCOCC2)s1
  20% | · | · | 10% | 4 | · | ·
27	COc1cccc(CCC(=O)N2CC(F)(F)C[C@H]2c2nc(C)no2)c1
  ? | -12% | 0% | 1% | 31 | -12% | -29%
28	O=C(Cc1ccc(NC(=O)N2CCCCc3ccccc32)cc1)NCc1ccccc1
  -16% | · | · | -5% | 11 | · | ·
29	C=Cc1cccc(CN2CCC(CNC(=O)C3CCNCC3)C2)c1 (stereo not drawn)
  -18% | i | 9% | 2% | -1 | 1% | -3%
30	CCCOc1ccc(C2C(=O)N(C3CCCCC3)CC(=O)N2CCC2=CCCCC2)cc1OC (stereo not drawn)
  28% | · | · | -4% | 46 | · | ·

One compound at a time, from the list above. Order of screens: SNCA expr inh, NIH3T3 tox, Luciferase inh, SNCA viab count, IP6K1 inhibitor, GPT2 inh, HEK293 tox
NCc1c[nH]c(=S)n1C1CCc2c(F)cc(F)cc2C1 (stereo not drawn) in the list: ·, ·, ·, ?, 13, 3%, ·
O=C([C@@H]1C[C@H](Oc2cccnc2)CN1S(=O)(=O)c1cccs1)N1CCCC1 in the list: 20%, 4%, -7%, -13%, 11, -1%, 2%

Back to the main list, starting two compounds before the break.
Value order – SNCA expr inh | NIH3T3 tox | Luciferase inh | SNCA viab count | IP6K1 inhibitor | GPT2 inh | HEK293 tox
29	C=Cc1cccc(CN2CCC(CNC(=O)C3CCNCC3)C2)c1 (stereo not drawn)
  -18% | i | 9% | 2% | -1 | 1% | -3%
30	CCCOc1ccc(C2C(=O)N(C3CCCCC3)CC(=O)N2CCC2=CCCCC2)cc1OC (stereo not drawn)
  28% | · | · | -4% | 46 | · | ·
31	Cc1ccc(OCCn2c(CNc3ccccc3C)nc3ccccc32)cc1
  42%[activator] | · | · | -10% | -13 | · | ·
32	CC(C)(C)C1CCc2c(sc(NC(=O)c3ccco3)c2C(=O)Nc2ccccc2Cl)C1 (stereo not drawn)
  ? | · | · | -14% | -22 | · | ·
33	O=C1CCNCCCC(c2nc(-c3ccccc3)no2)CCN1 (stereo not drawn)
  5% | i | -1% | 4% | 8 | i | 4%
34	O=C1COCC2(CN1Cc1c(F)cccc1Cl)CN(c1ccc(C(F)(F)F)cn1)C2
  18% | -36% | -10% | 4% | 1 | 3% | ?
35	CCCN(CCC)C(=O)c1nn(C)c2c1CSc1ccc(C)cc1-2
  -6% | · | · | -2% | 19 | · | ·
36	COCCc1noc(-c2ccc(Cn3nc(C)cc3C)cc2)n1
  -4% | i | -3% | -8% | -9 | -5% | 4%
37	CC(C)(C)NC(=O)N1CCC2(CCC(=O)N(CC3CC3)CC2)CC1
  0% | -11% | -6% | -7% | -5 | i | -9%
38	Cc1ccc(CNC(=O)Cn2ccn(-c3ccc(F)c(F)c3)c(=O)c2=O)cc1
  11% | · | · | 4% | -11 | · | ·
39	COC(=O)c1ccc2nc(C[C@@H]3C[C@@H](C(C)C)[C@H](CNC(=O)C4CCCCC4)C=C3C)[nH]c2c1
  -12% | ? | -8% | ? | -3 | -3% | ?
40	NCCCC(=O)N1CCCC2(Cc3ccccc3CN2C(=O)Cc2cccc(Cl)c2)C1 (stereo not drawn)
  ? | ? | · | ? | -5 | ? | ?
41	CCOc1ccccc1/C=C/c1onc(C)c1S(=O)(=O)N1CCC(C(=O)N(CC)CC)CC1
  13% | · | · | -3% | 0 | · | ·
42	COc1ccc(OC)c(NC(=O)c2cn3c4c(ccc(Cl)c4c2=O)OC(C)C3)c1 (stereo not drawn)
  17% | · | · | -6% | -4 | · | ·
43	COCc1ncc(C)n1CC1CCN(C(=O)c2cccc(C)c2)CC1
  34%[activator] | -18% | 3% | 0% | 7 | i | -10%
44	COc1ccccc1Nc1cc(C)nc2nc(-c3ccccc3)nn12
  18% | · | · | ? | -3 | · | ·
45	CC(C)(C)C1CCc2c(sc(NC(=O)c3ccccc3F)c2C(=O)NCc2ccco2)C1 (stereo not drawn)
  ? | · | · | 3% | 2 | · | ·
46	O=c1c2nc(Nc3cccnc3)ccc2ncn1Cc1ccccc1
  1%[87.6 µM] | -29%[138 µM] | -21%[172 µM] | -5%[87.6 µM] | -1 | -9%[88.5 µM] | ?
47	O=C(c1cc2ccc3cccnc3c2[nH]1)N1CCN(c2cccc(C(F)(F)F)c2)CC1
  2% | · | · | 11% | 9 | · | ·
48	Cn1c(C(=O)NCCc2ccccc2)cc2sc(Cl)cc21
  -24% | · | · | 9% | -6 | · | ·
49	COc1ccc(NC(=O)c2c(NCc3cccs3)sc3c2CCCC3)c(OC)c1
  ? | · | · | ? | 41 | · | ·
50	Cc1cnc(CCNC(=O)COc2ccccc2)n1C1CCC1
  1% | -19% | 0% | 14% | 5 | i | -12%
51	CNC(=O)c1cccc(-c2ccc(C(C)(C)C#N)cc2)n1
  13% | ? | -1% | 3% | -2 | i | ?
52	O=C(N[C@H]1CO[C@H]2[C@@H]1OC[C@@H]2Nc1nccc(-c2ccc(-c3ccccc3)cc2)n1)c1ccccc1
  -19% | ? | -4% | -23% | -2 | -3% | 10µM*
53	O=C(CCc1ccccc1)N1CCN(C(=O)c2nnn3c2COC(c2ccccc2)C3)CC1 (stereo not drawn)
  -1% | -10% | 8% | -11% | 1 | i | -18%
54	COc1ccc(NC(=O)c2cnc3c(c2)N(C(=O)Cc2ccc(O)cc2)CCC3)cn1
  -8%[87.6 µM] | -6%[138 µM] | 10%[172 µM] | 5%[87.6 µM] | 8 | i | ?
55	Cc1ccc(CN2CCCN(S(C)(=O)=O)C(c3ccccc3)CC(=O)NCC2)o1 (stereo not drawn)
  1% | ? | -8% | 4% | -1 | 1% | ?
56	Cc1nc2c(c(C)nn2-c2ccccc2)c(C)c1CCC(=O)Nc1ccc(F)cc1
  -17% | · | · | 7% | 0 | · | ·
57	Cc1ccc(C2=NC3(CCN(C(=O)c4cccs4)CC3)ON2)cc1
  36%[activator] | -19% | ? | -2% | -23 | i | -15%
58	NCC(O)C1CCCCCCC1 (stereo not drawn)
  -4% | · | · | -1% | · | 2% | ·
59	Cc1cc(=O)n(Cc2ccc(F)cc2Cl)c2c1c(C)nn2-c1ccccc1
  2% | · | · | -1% | 6 | · | ·
60	Cc1nn(-c2ccccc2)c(C)c1CN1CCC2(Cc3ccccc3CNC2=O)C1 (stereo not drawn)
  16% | -11% | · | 1% | -5 | 3% | ?
61	Cc1noc(CC2CCN(C(=O)C(C)Oc3ccc4ccccc4c3)CC2)n1 (stereo not drawn)
  -16% | -9% | -15% | -3% | -4 | 0% | ?

From PubChem BioAssay

Only part of the results is shown; rates above refer to the full screens.
